# Assay outcomes as filed in PubChem.
# MCF10A rereplic: A quantitative high throughput screen for small molecules that induce DNA re-replication in MCF 10a normal breast cells; MCF 10A DNA re-replication, Hoechst nuclear intensity, 48 h; Potency, µM (doses to about 46.1 µM), for inactives: at the top dose activity, positive = re-replication, actives largely listed as activators; 350,000 compounds, 2.9% hits; also: potency is read from the fitted curve at half-maximal effect; % of control where 0% means no effect; nearly all actives have a fitted effect of over 50% in size
# D3 ag: qHTS of D3 Dopamine Receptor Agonist: qHTS. 410,000 compounds, 0.58% hits. max activation, %. AID 652048, 2013. D(3) dopamine receptor (Homo sapiens), P35462. D3R DiscoveRx beta-arrestin cells, luminescence, 90 min; in the data active = max activation above about 30%; also: 0% is about no effect; mostly tested at two doses, the higher about 12 µM
# Target sequence (P35462 whole entry, looked up): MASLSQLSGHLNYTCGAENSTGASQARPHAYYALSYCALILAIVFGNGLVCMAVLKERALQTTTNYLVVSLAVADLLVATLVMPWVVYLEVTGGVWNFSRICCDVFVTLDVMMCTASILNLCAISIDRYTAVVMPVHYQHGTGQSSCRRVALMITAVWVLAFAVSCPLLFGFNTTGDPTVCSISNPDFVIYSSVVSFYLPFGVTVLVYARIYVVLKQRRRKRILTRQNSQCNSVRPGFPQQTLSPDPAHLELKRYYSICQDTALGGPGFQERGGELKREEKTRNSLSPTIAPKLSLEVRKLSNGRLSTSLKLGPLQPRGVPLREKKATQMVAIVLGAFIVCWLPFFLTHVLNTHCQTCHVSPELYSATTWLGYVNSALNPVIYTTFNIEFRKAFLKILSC
#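 Agonist-mode cell screen: cells plated at 1500/well and incubated overnight at 37 °C, then exposed to library compounds for 90 min at 37 °C. Detection reagent was added for 30–60 min at room temperature, and luminescence was read.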
# HT1080-NT tox: qHTS for induction of synthetic lethality in tumor cells producing 2HG: qHTS for the HT-1080-NT fibrosarcoma cell line. AID 686970, 2013. 360,000 compounds, 1.6% hits. Potency, µM (doses to about 46.1 µM), without a hit: top-dose activity, negative = less viability, actives largely listed as cytotoxic. HT-1080-NT fibrosarcoma viability, CellTiter-Glo ATP luminescence, 48 h;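 also: NT is the 2HG producing partner of a matched IDH1 knockdown line; potency is read from the fitted curve at half-maximal effect; 0% = DMSO-treated cells and -100% = media-only wells without cells; nearly all actives have a fitted effect of over 55% in size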
#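 Fibrosarcoma NT cells, 750 per well in 5% FBS RPMI, were exposed to compound for 48 hours. Viability: CellTiter-Glo luminescence.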
# HT1080 IDH1KD tx: qHTS for induction of synthetic lethality in tumor cells producing 2HG: qHTS for the HT-1080-IDH1KD cell line | HT-1080 IDH1 knockdown viability, ATP luminescence, 48 h | Potency, µM (titrated, usually from 46.1 µM), for inactives: at the top dose activity, negative = toxicity, usual class: cytotoxic | 360,000 compounds, 2% hits | AID 686971, 2013;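 also: potency is read from the fitted curve at half-maximal effect; 0% = DMSO wells and -100% = cell-free medium wells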
#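 Assay cells: HT-1080 with IDH1 knockdown, 750 per well, RPMI/5% FBS. Exposure: 48 h at 37 °C following 2 h pre-incubation. Read: CellTiter-Glo luminescence; fitted concentration-response, curve class assigned.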
# GLP1R cytotox: qHTS of GLP-1 Receptor Inverse Agonists: Cytotox Screen | HEK293 cAMP-luciferase reporter cells, luminescence, 24 h | Potency, µM (titrated, usually from 38.3 µM), inactives show at the top dose activity change, negative = inhibition, usual class: inhibitors | 410,000 compounds, 0.13% hits;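 also: loss of luciferase light is scored as toxicity; potency is read from the fitted curve at half-maximal effect; % is scaled to controls: 0 for no effect and ±100 for the full control effect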
#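 Luminescence readout: signal drop marks cytotoxicity. Plated cells grew 12 h at 37 °C, 5% CO2, received 23 nL compound for 24 h, then got luciferase reagent, read after 12 min at RT.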
# SW480 rereplic: A quantitative high throughput screen for small molecules that induce DNA re-replication in SW480 colon adenocarcinoma cells; AID 624297, 2012; SW480 DNA re-replication, Hoechst DNA content imaging, 48 h; 340,000 compounds, 1.8% hits; Potency, µM (doses to about 46.1 µM), without a hit: top-dose re-replication activation, most hits filed as activators; also: potency is read from the fitted curve at half-maximal effect; % of control where 0% means no effect; nearly all actives have a fitted effect of over 55% in size
#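 Image-based DNA-content assay: after two days of treatment, nuclei were labelled with the DNA dye Hoechst and imaged, and hits were compounds raising the count of nuclei showing high fluorescence intensity.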
# IL-1B inflam inh: qHTS for Inhibitors of Inflammasome Signaling: IL-1-beta AlphaLISA Primary Screen; THP-1 LPS/ATP IL-1B secretion, AlphaLISA, 16 h; hits give low values; activity change, % at 57.5 µM; 360,000 compounds, 4.7% hits; in the data active = activity change below about -50%; inconclusive = mostly about -30% to -49%; also: % is scaled to controls: 0 for no effect and ±100 for the full control effect
#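 Secreted IL-1B measured by AlphaLISA bead assay after 16 h compound exposure of THP-1 cells; compounds (final up to 57.5 uM) added 1 h before LPS (250 ng/mL) and ATP (1.25 mM) stimulation; lower signal means less secretion.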
# KB-3-1 cytotox: qHTS assay for MDR1-selective chemotherapeutics: Primary screen using the parental adenocarcinoma cell KB-3-1; AID 1347075, 2019; Potency, µM (titrated, usually from 46.1 µM), inactives show at the highest dose activity change, negative = cytotoxic, hits mostly cytotoxic; KB-3-1 viability, CellTiter-Glo ATP luminescence, 72 h; 400,000 compounds, 1.4% hits; also: potency is read from the fitted curve at half-maximal effect; % is scaled to controls: 0 for no effect and ±100 for the full control effect; nearly all actives have a fitted effect of over 60% in size
#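 Screening of KB-3-1 cells (DMEM, 10% FBS, phenol-red free) ran from lowest to highest compound concentration; after 72 h at 37 °C viability was read luminescently and curves fitted.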
# KB-V1 cytotox: qHTS assay for MDR1-selective chemotherapeutics: Primary screen using the drug-selected MDR subline cells KB-V1. KB-V1 MDR cells viability, CellTiter-Glo, 72 h. Potency, µM (doses to about 46.1 µM), inactives show at the top dose activity change, negative = cytotoxicity, most hits filed as cytotoxic. 400,000 compounds, 3.4% hits. AID 1347076, 2019; also: potency is read from the fitted curve at half-maximal effect; % is scaled to controls: 0 for no effect and ±100 for the full control effect; nearly all actives have a fitted effect of over 60% in size
#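 Following 72 h at 37 degrees C with compound, KB-V1 cell viability was read by CellTiter-Glo luminescence, medium being phenol-red-free DMEM plus 10% FBS; concentration-response parameters came from normalized, curve-fitted qHTS data.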
# * marks the source's active call; other numbers are inactive results; i = inactive; ? = inconclusive; . = not tested or not shown; [ ] = another dose, or the depositor's remark. Unless noted, calls follow the shape of the dose curve; as a rule, active = well fitted curve in the direction sought with a large enough effect; inconclusive = small, poorly fitted or top-dose-only effect, or another doubt; inactive = no such curve, though single readings can be large; an effect the other way counts as inactive or inconclusive. An unsorted share of the library. About 11% of those tested had a hit in this group.
canonical_smiles	MCF10A rereplic	D3 ag	HT1080-NT tox	HT1080 IDH1KD tx	GLP1R cytotox	SW480 rereplic	IL-1B inflam inh	KB-3-1 cytotox	KB-V1 cytotox
CS(=O)(=O)c1ccc(Cl)c(NC(=O)CSc2nnc(C3CC3)n2C2CC2)c1	0%	7	1%	4%	3%	-5%	15	11%	0%
NC(CO)C12CC3CC(CC(C3)C1)C2 (stereo not given)	0%	-8	-10%	0%	2%	14%	0	-5%	21%
O=C(NCc1cnc2ccccn12)C1CCC(=O)N(Cc2cccc(F)c2)C1 (stereo not given)	-3%	-3	0%	-4%	1%	-14%	i	15%	1%
C=CCNC(=S)NC(=O)c1csc([N+](=O)[O-])c1	-3%	10	22%	15%	6%	-12%	9	24%	26%
CCCOc1ccc(C(=O)Nc2cc(-c3nc4cc(C)cc(C)c4o3)ccc2C)cc1	.	8	.	.	4%	.	.	0%	24%
CC1(C)NC(=O)N(CC(O)COc2ccc(N3C(=O)c4ccccc4C3=O)cc2)C1=O (stereo not given)	0%	3	3%	17%	-7%	-2%	0	20%	7%
Cc1ccc(S(=O)(=O)Nc2nc3ccc(N)cc3s2)cc1	-4%	-3	19%	12%	-3%	-7%	1	2%	-2%
CS(=O)(=O)c1ccc(C(=O)Nc2ccccc2Cl)cc1	0%	1	7%	9%	2%	-4%	?	1%	5%
CN(C)C(=O)/C=C\c1cn(-c2ccccc2)nc1-c1ccc2c(c1)OCCO2	16%	6	-25%	-18%	-15%	-8%	?	9%	?
COc1cccc(CNC(=O)c2cccs2)c1	7%	-1	3%	7%	?	?	0	0%	15%
CN(CC(=O)Nc1ccc(Cl)c(C(F)(F)F)c1)C(=O)c1cccs1	-5%	-3	-14%	-3%	-12%	-55%[inhibitor]	?	-3%	3%
Cc1cc(=O)oc2cc(NC(=O)c3ccccc3C(=O)O)ccc12	-4%	0	8%	2%	9%	-2%	1	-2%	0%
O=C(O)C1C2C=CC3(CN(c4cccc(C(F)(F)F)c4)C(=O)C13)O2 (stereo not given)	21%	13	-1%	7%	1%	-9%	0	9%	-4%
Nc1nc(-c2cc3c(cc2Cl)OCCO3)cs1	?	3	9%	9%	-6%	-3%	-19	15%	0%
Cc1[nH]nc2ncc(C(=O)c3cc(F)ccc3O)cc12	3%	5	-15%	-15%	3%	?	0	?	8.2µM*
O=C(O)CNC(=O)c1ccc(Sc2ccccc2)c([N+](=O)[O-])c1	14%	-6	4%	-2%	-5%	0%	2	6%	3%
O=c1c(F)cn(C2CCCO2)c(=O)n1Cc1c(Cl)cccc1Cl (stereo not given)	-5%	2	5%	-9%	-11%	-6%	0	20%	?
COc1cccc(-c2cnc(C(O)c3ccccc3)[nH]2)c1 (stereo not given)	.	-12	23%	?	2%	.	0	0%	12%
COCC(C)N=CC1=C(O)CC(C)(C)CC1=O (stereo not given)	?	0	6%	7%	1%	19%	0	8%	4%
CN(C)S(=O)(=O)Nc1ccccn1	2%	-1	-4%	0%	16%	-20%	-3	2%	0%
Clc1ccc(OCc2nnc3n2CCCCC3)c(Cl)c1	0%	5	-1%	-4%	-7%	6%	-9	0%	?
O=C(NCC(c1cccs1)N1CCOCC1)c1ccc(Cl)c(S(=O)(=O)N2CCOCC2)c1 (stereo not given)	-5%	8	17%	15%	-3%	0%	52	-11%	-18%
Cc1ccc(S(=O)(=O)NN=C2CC(C)(C)OC2(C)C)cc1	.	0	6%	4%	2%	.	18	15%	4%
COCCNC(=O)/C(C#N)=C/c1c(N2CCCCCC2)nc2ccccn2c1=O	-15%	8	?	11%	-4%	5%	-14	0%	-18%
CCc1ccccc1NC(=O)N[C@@H](C)C(=O)OC	?	6	-4%	-2%	-9%	-2%	-10	-4%	1%

# Later entries.
canonical_smiles	MCF10A rereplic	D3 ag	HT1080-NT tox	HT1080 IDH1KD tx	GLP1R cytotox	SW480 rereplic	IL-1B inflam inh	KB-3-1 cytotox	KB-V1 cytotox
COc1ccc(NC(=O)c2cc(C3CCCCN3C(=O)Cc3ccc(N(C)C)cc3)on2)c(C)c1 (stereo not given)	.	-10	-14%	-2%	4%	.	-5	-1%	-31%
O=C(CCSCc1ccccc1F)NCc1cccnc1	0%	4	11%	20%	-8%[0.307 µM]	-1%	7	-14%	1%
Cn1c(CNC(=O)CCNC(=O)c2ccc(Br)cc2)cc(=O)n(C)c1=O	3%	2	1%	2%	-8%	-31%[inhibitor]	-6	-10%	-11%
Cc1nn(CC(=O)NNC(=S)Nc2ccccc2)c(C)c1[N+](=O)[O-]	-3%	1	5%	-1%	1%	-5%	10	5%	2%
CCCC1(c2ccccc2)NC(=O)N(CC(=O)Nc2cc(OC)cc(OC)c2)C1=O (stereo not given)	-3%	-6	-5%	-3%	-28%	2%	-6	-5%	5%
CC(NC(=O)C1CCN(c2nnc(-n3cccc3)s2)CC1)C12CC3CC(CC(C3)C1)C2 (stereo not given)	0%	8	14%	12%	0%	-2%	-15	14%	2%
COc1ccc(OC)c(NC(=O)C2=C(C)C(=O)OC23CCN(C(C)C)CC3)c1	.	-10	.	.	-3%	.	.	-6%	-11%
CCOc1cccc(C(=O)N2CCCN(C)CC2)c1	2%	-6	6%	2%	10%	-9%	19	4%	7%
CC(=O)CSc1nnc(-c2ccc3c(c2)OCO3)o1	-1%	-1	-6%	-8%	-6%	-9%	-3	1%	16%
O=C(Cn1ccc([N+](=O)[O-])n1)NCc1ccccc1	0%	4	14%	11%	-7%	-11%	16	7%	16%
CN(C)CCCN1CC(=O)N2[C@@H](Cc3c([nH]c4ccccc34)C2(C)C)C1=O	24%	-1	7%	2%	17%	-10%	-9	3%	-10%
COCCCNC(=S)Nc1cccc(S(=O)(=O)NC2=NCCC2)c1	2%	8	0%	30%	4%	0%	7	9%	4%
CSc1ccccc1NC(=O)COc1ccccc1Cl	15%	-7	-2%	-4%	31%[activator]	-11%	19	-14%	-23%
CCOCCCNC(=O)C(c1ccc(C)cc1)N(Cc1ccc2c(c1)OCO2)C(=O)c1ccccc1O (stereo not given)	.	0	.	.	-13%	.	.	7%	1%
Cc1ccc(NC(=O)Nc2ccc3c(c2)CCC3)c(C)c1	-2%	1	26%	14%	-6%	0%	-4	-3%	4%
CCCCn1c(N)c(N(CCOC)C(=O)CCCn2c(=O)oc3ccccc32)c(=O)[nH]c1=O	3%	8	13%	5%	0%	-3%	28	9%	17%
Cc1c(/C=N\NC(=O)C2COc3ccccc3O2)c2ccccc2n1C (stereo not given)	?	2	0.65µM*	0.65µM*	-37%	.	3	?	?
Cc1ccc(NC(=O)CSc2nnc(C3CC3)n2C)cc1S(=O)(=O)N1CCCCC1	0%	1	3%	-1%	-5%	-22%	24	-10%	-16%
O=C1N=c2ccc([N+](=O)[O-])cc2=C1c1sc(=O)[nH]c1O	?	10	16%	6%	-18%	?	-4	12%	15%
COc1ccc(Cn2ccc3nc(C)c(C(=O)Nc4ccc(F)cc4)cc3c2=O)cc1	.	7	.	.	-11%	.	.	-49%	1%
COc1cccc(C(C)(O)c2nc(-c3cccc(C(F)(F)F)c3)cs2)c1 (stereo not given)	.	2	18µM*	?	-5%	.	-7	0%	1%
CC(c1ccccc1)n1c(-c2ccc(C(C)(C)C)cc2)n[nH]c1=S (stereo not given)	?	-6	?	-29%	-3%	-1%	24	-12%	16%
N=c1c(C(=O)NCc2ccco2)cc2c(=O)n3ccccc3nc2n1Cc1ccc(Cl)cc1	2.3µM*	-13	-3%	-20%	78%[activator]	9.2µM*	-10	?	?
COc1ccccc1CN(CC(=O)NCc1ccc2c(c1)OCO2)C(=O)c1ccc2c(c1)OCCO2	3%[9.22 µM]	0	2%	6%	-11%	7%	0	-29%	-29%
Cc1cccc(NC(=O)Nc2ccccn2)c1C	8%	5	9%	8%	-4%	7%	25	0%	9%

# The results go on:
canonical_smiles	MCF10A rereplic	D3 ag	HT1080-NT tox	HT1080 IDH1KD tx	GLP1R cytotox	SW480 rereplic	IL-1B inflam inh	KB-3-1 cytotox	KB-V1 cytotox
CCOc1ccc(NS(=O)(=O)c2ccc(SC)cc2)cc1	9%	-6	-12%	-15%	-9%	0%	6	-2%	0%
COc1ccc(OC)c(NS(=O)(=O)c2cc(OC)ccc2OC)c1	-7%	-1	-26%	-7%[9.24 µM]	28%	?	13	3%	-1%
COc1ccc(N2CCN(CCNC(=O)Nc3ccc(Cl)cc3)CC2)cc1	2%	-29	0%[9.24 µM]	?	-11%	-5%	-26	-18%	?
CN(C)CCSc1nnc2sc3ccccc3n12	0%	-11	-5%	-3%	7%	0%	15	?	14%
CNc1ncnc2c1ncn2[C@H]1CN(CCOC)C[C@@H](CO)O1	.	5	0%	27%	2%	.	31	0%	2%
N#Cc1c(SCC(=O)OCc2ccccc2)nsc1SCC(=O)OCc1ccccc1	16%	3	-2%	12%	-16%	-18%	-15	1%	10%

# Record cards, from the list above. Screens in order: MCF10A rereplic | D3 ag | HT1080-NT tox | HT1080 IDH1KD tx | GLP1R cytotox | SW480 rereplic | IL-1B inflam inh | KB-3-1 cytotox | KB-V1 cytotox
# COc1ccc(OC)c(NS(=O)(=O)c2cc(OC)ccc2OC)c1 is listed as -7% | -1 | -26% | -7%[9.24 µM] | 28% | ? | 13 | 3% | -1%
# COc1ccc(N2CCN(CCNC(=O)Nc3ccc(Cl)cc3)CC2)cc1 is listed as 2% | -29 | 0%[9.24 µM] | ? | -11% | -5% | -26 | -18% | ?
